Bioassay records as filed in PubChem.
KCNK9 inh: blocks the human KCNK9 two-pore domain potassium channel. 310,000 compounds, 1.2% hits. Q9NPC2. B-score at 10 µM. HEK293 KCNK9, FluxOR thallium flux fluorescence; hits give low values;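 active = ratio B-score over 3 SD below the library mean, with starting fluorescence within 5 SD of its mean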;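 note: negative B-score means less thallium flux so channel inhibition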
TRPC4 PAM: allosterically enhances the mouse TRPC4 cation channel. 310,000 compounds, 0.42% hits. B-score at 10 µM. HEK293 TRPC4beta/mu-opioid, DAMGO EC20, Fluo-4 Ca2+ flux; hits give high values. Q9QUQ5;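 active = B-score of calcium response area above 5 SD of library B-scores, with initial fluorescence ratio within 5 SD of library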;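 note: B-score of integrated fluorescence ratio over time as area under calcium response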
KCNQ1 act: potentiates or activates the human KCNQ1 potassium channel. P51787. CHO-K1 KCNQ1, thallium flux FluxOR fluorescence; hits give high values. B-score at 10 µM. 310,000 compounds, 0.35% hits;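 active = fluorescence ratio B-score, a plate-corrected score, at least three library SD, with initial intensity B-score within 5 SD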
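Doses: Single concentration per compound, DMSO matched to controls | Test system: KCNQ1-transfected CHO-K1 cells | Timing: 90 min dye loading and 20 min compound exposure, both at room temperature | Measured by: Kinetic FluxOR thallium fluorescence, 10-s 1-Hz baseline, 110-s post-stimulus read | Medium: Assay buffer with matched DMSO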
KCNQ1 block: inhibitors of human KCNQ1 potassium channel; 310,000 compounds, 1.3% hits; B-score at 10 µM; CHO-K1 KCNQ1, FluxOR thallium flux fluorescence; hits give high values;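 active = compounds whose thallium flux B-score, printed positive for inhibition, exceeds three library SD while starting fluorescence stays within three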;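 note: channel opened by potassium depolarization with thallium stimulus after 20 min compound exposure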
TMEM16A inh: blocks the mouse calcium-activated chloride channel TMEM16A; Q8BHY3; 310,000 compounds, 1.2% hits; HEK293 TMEM16A/YFP iodide influx fluorescence, ionomycin; normalized B-score (activity score, 25-100; higher = stronger inhibition) at 10 µM;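 active = ratio plate-corrected score three or more library SD toward inhibition, starting fluorescence score within five deviations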;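 note: score derived from kinetic fluorescence span divided by baseline fluorescence per well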
HDAC3 inh: inhibitors of human histone deacetylase 3; O15379; recombinant HDAC3, fluorogenic peptide/trypsin coupled, fluorescence; inhibition, % at 8.3 µM; 320,000 compounds, 0.15% hits; AID 2718; in the data active = inhibition above about 26%, passing the limit was not always enough
Target sequence (O15379 whole entry, looked up): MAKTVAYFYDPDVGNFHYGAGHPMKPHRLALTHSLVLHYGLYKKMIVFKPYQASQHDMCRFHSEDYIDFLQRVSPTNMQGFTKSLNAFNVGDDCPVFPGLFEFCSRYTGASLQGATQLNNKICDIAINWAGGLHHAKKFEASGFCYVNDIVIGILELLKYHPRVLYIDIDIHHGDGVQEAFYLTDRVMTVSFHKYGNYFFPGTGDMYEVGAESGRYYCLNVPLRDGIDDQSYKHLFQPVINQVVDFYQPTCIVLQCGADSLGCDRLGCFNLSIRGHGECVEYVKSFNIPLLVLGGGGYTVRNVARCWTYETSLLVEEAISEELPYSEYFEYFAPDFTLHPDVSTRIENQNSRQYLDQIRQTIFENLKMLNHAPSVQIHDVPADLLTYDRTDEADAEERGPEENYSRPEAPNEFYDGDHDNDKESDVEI
hERG rescue: shields human hERG channel from block by proarrhythmic agents | AID 1511 | Q12809 | 310,000 compounds, 0.51% hits | activation (rescue from dofetilide block), less the hit threshold, % at 10 µM | CHO-hERG, FluxOR thallium flux, dofetilide IC70 present;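 active = activation above the mean of controls blocked by dofetilide plus 5 SD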;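 note: thallium influx through hERG after potassium depolarization seen as dye fluorescence rise; in these data hits start at about 4.7%; inactives centre near -7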
KCNK3 block: human KCNK3 channel inhibition, primary screen | O14649 | CHO-KCNK3 thallium flux, FluxOR fluorescence; hits give low values | B-score at 10 µM | 340,000 compounds, 0.84% hits | AID 602410;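 active = B-score under library mean minus 4 SD, starting fluorescence ratio at most library mean plus 5 SD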;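 note: more negative B-score means stronger inhibition of thallium flux through KCNK3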
Target sequence (O14649 whole entry, looked up): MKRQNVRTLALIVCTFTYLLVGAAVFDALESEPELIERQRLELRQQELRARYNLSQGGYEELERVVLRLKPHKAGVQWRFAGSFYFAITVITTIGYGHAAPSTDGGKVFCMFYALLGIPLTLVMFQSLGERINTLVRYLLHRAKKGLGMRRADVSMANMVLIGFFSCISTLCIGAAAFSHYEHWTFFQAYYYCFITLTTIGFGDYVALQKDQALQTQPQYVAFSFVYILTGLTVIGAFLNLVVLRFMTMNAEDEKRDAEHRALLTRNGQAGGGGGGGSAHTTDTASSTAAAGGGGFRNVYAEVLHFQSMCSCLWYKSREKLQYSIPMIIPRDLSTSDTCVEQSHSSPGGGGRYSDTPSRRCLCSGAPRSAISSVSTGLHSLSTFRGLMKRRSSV
ANO1 activ: mouse TMEM16A channel activation, primary screen. B-score at 10 µM. 340,000 compounds, 0.3% hits. AID 623877. Q8BHY3. HEK293 TMEM16A/YFP-H148Q/I152L, iodide quench fluorescence; hits give low values;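 active = fluorescence-ratio B-score plate-corrected deviation score at least 3 library SD below zero, with starting fluorescence score within 5 deviations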;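 note: channel opened by trigger with iodide after compound preincubation; score built on the fluorescence ratio of max minus min over baseline; more negative score means more quench and so TMEM16A activation or potentiation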
DYRK1A inh: Dyrk1A (rat) kinase inhibition; ADP-Glo luminescence, NFATc1 peptide; AID 504441; Q63470; inhibition, % at 12.5 µM; 310,000 compounds, 0.43% hits; in the data active = inhibition above about 50%;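 note: plate controls were vehicle with enzyme for no effect and no enzyme for full effect; many of its hits are not listed in these tables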
TRPC4 agonist: activators of mouse TRPC4 channel; Q9QUQ5; HEK293 TRPC4beta/mu-opioid, Fluo4 calcium fluorescence; hits give high values; B-score at 10 µM; 310,000 compounds, 0.49% hits; AID 2237;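 active = B-score above 5 SD of library B-scores, and initial fluorescence ratio not above library mean plus 5 SD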;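 note: positive B-score marks a calcium rise read as TRPC4 activation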
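Assay system: HEK293 stable line with TRPC4beta plus mu-opioid receptor. Times: dye 45 min RT, read 110 s. Measured by: kinetic Fluo4 calcium fluorescence. Measure: B score of integrated ratio. Controls: assay buffer as low control, maximal DAMGO as high control.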
* marks the source's active call; other numbers are inactive results; i = inactive; nt = no result given. Not all compounds are listed. The share of hits here may be higher or lower than overall.

| nr | structure | KCNK9 inh | TRPC4 PAM | KCNQ1 act | KCNQ1 block | TMEM16A inh | HDAC3 inh | hERG rescue | KCNK3 block | ANO1 activ | DYRK1A inh | TRPC4 agonist |
| --- | --- | --- | --- | --- | --- | --- | --- | --- | --- | --- | --- | --- |
| 1 | Cc1onc(-c2ccccc2)c1C(=O)N1CCN(S(=O)(=O)c2ccccc2C(F)(F)F)CC1 | i | i | i | i | i | -3 | -5 | i | i | -8 | i |
| 2 | Cc1ccc([N+](=O)[O-])cc1NC(=O)CSc1nnc(C)n1CC1CCCO1 (configuration not stated) | i | i | i | i | i | -7 | -6 | i | i | -4 | i |
| 3 | Cn1c(=O)c2c(nc(OCc3cccnc3)n2Cc2ccccc2)n(C)c1=O | i | i | i | i | i | -5 | -8 | i | i | -5 | i |
| 4 | Cc1cc(C)n(NC(=S)NC2CCCC2)c(=O)c1C#N | i | i | i | i | i | 1 | -6 | i | i | nt | i |
| 5 | Cc1cccc(Nc2nc(N)nc(CN3CCN(c4ccccc4)CC3)n2)c1 | i | i | i | i | i | 6 | -3 | i | i | 8 | i |
| 6 | CCC1=NN2C(=N)/C(=C\c3cccn3-c3ccc(C)cc3C)C(=O)N=C2S1 | i | i | i | i | i | 4 | -4 | i | i | 1 | i |
| 7 | Cc1ccc(OCc2ccc(C(=O)Nc3cc(C)on3)o2)c([N+](=O)[O-])c1 | i | i | i | i | i | -1 | -2 | i | i | 6 | i |
| 8 | Cc1cc(NC(=O)CCCC(=O)OCC(F)(F)C(F)F)cc(C)c1C(=O)O | i | i | i | i | i | 3 | -10 | i | i | -4 | i |
| 9 | CN1CN(C)c2ccc([N+](=O)[O-])c3cccc1c23 | i | i | i | i | i | 2 | -6 | i | i | 37 | i |
| 10 | COc1ccc(OC)c(NC(=O)N[C@@H](Cc2ccccc2)C(=O)O)c1 | i | i | i | i | i | -6 | -1 | i | i | 1 | i |
| 11 | CCc1cccc(CC)c1NC(=O)COC(=O)CCc1cc(OC)c(OC)c(OC)c1 | i | i | i | i | i | nt | -8 | i | i | -3 | i |
| 12 | CCOC(=O)N1CCN(C(=O)c2c(Cl)cnn2C)CC1 | i | i | i | i | i | -8 | -9 | i | i | 24 | i |
| 13 | CC(=O)CC(=O)Nc1nc(C)cc(C)n1 | i | i | i | i | i | -1 | -8 | i | i | 3 | i |
| 14 | CC(C)(C)C(=O)O/N=C(\N)COc1cccc(Cl)c1 | i | i | i | i | i | 1 | -6 | i | i | -3 | i |
| 15 | CSc1cccc(NC(=O)c2sc3nc4n(c(=O)c3c2C)CCC4)c1 | i | i | i | i | i | 4 | -11 | i | i | nt | i |
| 16 | COc1ccc(NC(=O)/C=C/C(=O)O)c(OC)c1 | i | i | i | i | i | 7 | -7 | i | i | 0 | i |
| 17 | c1csc(-c2nnc(COc3ncnc4sccc34)o2)c1 | i | i | i | i | i | 4 | -7 | i | i | 3 | i |
| 18 | COc1cccc(N=CC2=C(O)CCCC2=O)c1 | i | i | i | i | i | -5 | -3 | i | i | -4 | i |
| 19 | O=C(Nc1ccncc1)c1ccccc1F | i | i | i | i | i | 0 | -8 | i | i | 7 | i |
| 20 | Cc1ccc(C(C(=O)NC2CCCC2)N(C(=O)c2csnn2)c2cccc(F)c2)o1 (configuration not stated) | i | i | i | i | i | -1 | -8 | i | i | -5 | i |
| 21 | CC(C)C/C(O)=C/c1nc2cc(Cl)ccc2oc1=O | i | i | i | i | i | -3 | -6 | i | i | 3 | i |
| 22 | CC(NC(=O)CN1CCN(c2cccc(Cl)c2)CC1)c1ccccc1 (configuration not stated) | i | i | i | i | i | 5 | -1 | i | i | 2 | i |
| 23 | C=CCNC(=O)C1CC(=O)N(c2ccc(OCC(=O)Nc3ccc(C)cc3)cc2)C1 (configuration not stated) | i | i | i | i | i | -1 | -8 | i | i | -2 | i |
| 24 | O=C(CSCc1ccc(F)cc1)Nc1nc2c(s1)CCCC2 | i | i | i | i | i | 2 | -10 | i | i | 9 | i |
| 25 | CCSc1ccccc1C(=O)N1CCCC1 | i | i | i | i | i | 3 | -4 | i | i | -3 | i |
| 26 | Cc1cc(Br)ccc1NC(=O)CN(C)C(=O)C1CCN(C(=O)c2ccc(F)cc2)CC1 | i | i | i | i | i | -2 | -17 | i | i | -6 | i |
| 27 | CCC(=O)Nc1ccc(/C(C)=N\NS(=O)(=O)c2ccc(C)cc2)cc1 | i | i | i | i | i | 1 | -4 | i | i | -7 | i |
| 28 | CC1CCCN(CCCN2C(=O)C3C(C(=O)Nc4cccc(Cl)c4)C4C=CC3(O4)C2C(=O)NC2CCCCC2)C1 (configuration not stated) | i | i | i | i | i | 0 | -11 | i | i | -4 | i |
| 29 | COc1cccc(C(=O)NC(C)c2cccc3ccccc23)c1OC (configuration not stated) | i | i | i | i | i | -2 | -10 | i | i | 1 | i |
| 30 | Cc1ccc(N2C(=O)CCC2(C(N)=O)c2ccccc2)cc1 (configuration not stated) | i | i | i | i | i | -5 | -13 | i | i | -5 | i |
| 31 | O=C(O)CC1=C(Nc2ccccc2)C(=O)N(c2ccccc2)C1c1ccc(F)cc1 (configuration not stated) | i | i | i | i | i | 2 | -19 | i | i | 0 | i |
| 32 | Cc1ccc(S(=O)(=O)NC(CC(=O)O)c2ccccc2)cc1 (configuration not stated) | i | i | i | i | i | 0 | -13 | i | i | 3 | i |
| 33 | CCN(CC(=O)N1CCCC1)S(=O)(=O)c1ccccc1 | i | i | i | i | i | 3 | 0 | i | i | nt | i |
| 34 | COc1ccc(-c2sc(Nc3ccccc3)n[n+]2-c2ccccc2)cc1Br | nt | nt | nt | nt | i | 8 | nt | i | i | 8 | nt |
| 35 | O=C(CN(Cc1cccs1)C(=O)CNC(=O)c1ccco1)NC1CCCCC1 | i | i | i | i | i | 9 | -8 | i | i | -2 | i |
| 36 | c1ccc(-c2ccc(SCc3cccnc3)nn2)nc1 | i | i | i | i | i | -4 | 0 | i | i | nt | i |
| 37 | COc1ccc(C(=O)Nc2nc(-c3ccc(OC)cc3)c(-c3ccc([N+](=O)[O-])cc3)s2)cc1 | i | i | i | i | i | 7 | -10 | i | i | 0 | i |
| 38 | Cc1[nH]n(-c2ccccc2)c(=O)c1Sc1ccc(Cl)cc1 | i | i | i | i | i | -4 | -12 | i | i | 7 | i |
| 39 | COc1cc(NS(=O)(=O)c2ccc(NC(=O)c3ccco3)cc2)nc(OC)n1 | i | i | i | i | i | 1 | -4 | i | i | 4 | i |
| 40 | COC(=O)c1ccc(Cl)c(NC(C)=O)c1 | i | i | i | i | i | -2 | -9 | i | i | 4 | i |
| 41 | COCc1cc(CN(C)C(=O)C2CCC(=O)N(Cc3cccc(OC)c3)C2)[nH]n1 (configuration not stated) | i | i | i | i | i | -1 | -4 | i | i | -3 | i |
| 42 | Cc1ccc(C(=O)Nc2ccc3c4c(cccc24)CC3)cc1[N+](=O)[O-] | i | i | i | i | i | 1 | -6 | i | i | -2 | i |
| 43 | COc1ccc(CCNC(=O)/C=C/c2cc(OC)c(OC)c(OC)c2)cc1OC | i | i | i | i | i | 2 | -5 | i | i | 3 | i |
| 44 | S=c1[nH]nc(-c2ccncc2)n1/N=C/c1cccc(Cl)c1 | i | i | i | i | i | 5 | -5 | i | i | nt | i |
| 45 | N#C/C(=C\c1ccc(N2CCOCC2)o1)c1ccccc1 | i | i | i | i | i | 0 | -16 | -9* | i | 2 | i |
| 46 | CCSc1nnc(NC(=O)CSc2nc3c(c(=O)n2CC)SC(C)C3)s1 (configuration not stated) | i | i | i | i | i | -1 | -7 | i | i | 3 | i |
| 47 | Cc1c(OCc2ccccc2)c(=O)ccn1Cc1ccccc1 | i | i | i | i | i | 8 | -2 | i | i | 16 | i |
| 48 | Cc1cccc(OCCCSc2nc3ccccc3[nH]2)c1 | i | i | i | i | 100* | -4 | -18 | -8.9* | i | -2 | i |
| 49 | O=C(Nc1ccc2c(c1)OCCO2)c1cccc2nc3ccccc3nc12 | i | i | i | i | i | 0 | -10 | i | i | 13 | i |
| 50 | CCOC(=O)c1cc2c(ccn2-c2ccc(F)cc2)n1CC(=O)N(CC)CC | i | i | i | i | i | -6 | -13 | i | i | -4 | i |
| 51 | CCN(C(=O)COC(=O)c1nc2nc(C)cc(C)n2n1)C1CCCCC1 | i | i | i | i | i | -3 | -11 | i | i | -5 | i |
| 52 | CCNc1nnc(CCn2nc(C)c(Br)c2C)s1 | i | i | i | i | i | -2 | -13 | i | i | -5 | i |
| 53 | COc1ccc(Br)cc1CNC(=O)Cn1nc(C)n2cccc2c1=O | i | i | i | i | i | 4 | -6 | i | i | -2 | i |
| 54 | CC(C)[C@H](NC(=O)C1CCN(C(=O)[C@@H]2CCCN2)CC1)C(=O)NCc1ccc(F)cc1 | i | i | i | i | i | -1 | -7 | i | i | 2 | i |
| 55 | O=C(NC1CCCCC1)N(Cc1ccccc1)Cc1ccco1 | i | i | i | i | i | 7 | -10 | i | i | 3 | i |
